Insulin prom up: insulin promoter activators in MIN6 cells, imaging, high-content screening, mouse beta cells. actives 0.3% (n = 190,000). MIN6 insulin promoter-GFP reporter; stronger effect = higher value. z-score at 5 µM;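 active = z-score above 3 at 5 µM with at least 500 cells counted in the well; inconclusive = wells under 500 cells, flagged as cytotoxic or low count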
Dynein cargo inh: inhibitors of GR-EGFP nuclear translocation, primary screen, dynein cargo transport inhibitor project, imaging, high-content, 3617.4 mouse cells; test concentration mostly 20 µM; stimulated with dexamethasone, 1 µM; stronger effect = lower value; z-score, hits read low; actives 0.47% (n = 220,000); AID 1381, 2008;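 active = plate z-score of nuclear minus cytoplasmic receptor signal below a set negative limit, without overly bright fluorescence or cell loss, cut at about -3.5 in these data, passing the limit was not always enough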;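 also: z-score of nuclear minus cytoplasmic ring GR-EGFP intensity difference per well; some compounds called inactive have numbers as strong as hits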
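Medium: Induction medium lacking tetracycline, stripped serum | Probe or stimulus: 1.0 µM final dexamethasone stimulus | Schedule: 48 h induction, then 1 h compound, then 30 min agonist, 37 °C | Signal: Automated 10x imaging of fixed Hoechst-stained cells | Evaluation: Per-cell GR-EGFP intensity, nucleus versus surrounding cytoplasmic ring, well-averaged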
bCat nuc transl: modulators of beta-catenin nuclear translocation, primary screen, imaging, HeLa cells, immunofluorescence, high-content; nuclear translocation activity, % at 5 µM; actives 0.3% (n = 190,000); AID 1665, 2009;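 active = nuclear translocation activity above 50% at 5 µM, with a well cell count of 50 or more; inconclusive = wells under 50 cells across six images, flagged as toxic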;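 also: per-cell ratio of nuclear to cytoplasmic median beta-catenin stain intensity; plate controls were DMSO negative control for no effect and GSK-3 inhibitor IX positive control for full effect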
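Test system: human HeLa cells, endogenous beta-catenin. Times: 24 h compound exposure, 37°C. Measured by: beta-catenin immunofluorescence imaging with DAPI.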
Autophagy HCS: autophagy modulators in MEF cells, primary screen, imaging, high-content, MEF GFP-LC3; calls only at 10 µM (by protocol); actives 0.98% (n = 190,000); MEF GFP-LC3 puncta imaging; test concentration mostly 10 µM;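 active = percentage of spot-positive cells more than 3 SD above its plate mean, without a fluorescence outlier flag or 80% toxicity; inconclusive = no clear call, values can overlap the other calls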;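 also: spot-positive cell cutoff set from DMSO-treated cells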
T cell modulator: modulators of CD8 T cell-vesicle binding, primary screen, mouse 2C CD8+ T cells, flow cytometry; AID 2052, 2009; actives 0.068% (n = 330,000); calls only at 7 µM; 2C CD8+ T cell-vesicle binding; stronger effect = lower value;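 active = response, share of CD8 T cells binding vesicles, and their 90th percentile fluorescence all below set limits, cut at about 80% in these data, passing the limit was not always enough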
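Incubation: binding step 1.5 h, 37 °C, antibody labelling 20 min, ice; system: murine 2C transgenic CD8+ T lymphocytes; technique: cytometric PE anti-B7-1 and Alexa647 anti-CD8 signals after 1% paraformaldehyde fixation; also added: QL9-charged Drosophila Ld/ICAM-1/B7-1 vesicles; control set: naked versus QL9-loaded vesicles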
CSM14.1 death rescue: rescue of cells from ER stress-induced death, primary screen, 384-well, CSM14.1, thapsigargin, ATP luminescence (AID 1222); CSM14.1 thapsigargin-induced death rescue, ATP luminescence; higher % means a stronger effect; cellular ATP content (survival), % at 20 µM, or EC50 in µM where a hit was titrated; 190,000 tested, under 10 active;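 active = EC50 below 50 µM in the dose-response confirmation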;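 also: death triggered by thapsigargin at about 15 µM added after 2 h compound pretreatment; cell ATP read after overnight thapsigargin exposure of roughly 18 to 22 hours; normalized against plate controls of thapsigargin alone and 5% DMSO vehicle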
MT stabilizer: microtubule stabilizers in HeLa cells, primary screen, imaging, high-content imaging; HeLa tubulin immunostaining HCS, 24 h; share of cells brighter than vehicle mean+2SD; actives 0.83% (n = 200,000); % tubulin-high responders, % at 10 µM;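 active = plate Z-score above 3 for both tubulin-high and condensed-nucleus cell shares, with cell loss under 80%, at 10 µM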;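 also: anti alpha tubulin signal scored within the nucleus-defined area of each cell; some results filed as inactive read as strong as hits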
Lipid droplet: inhibitors of hepatocyte lipid droplet formation, primary screen, imaging, high-throughput imaging, BODIPY stain; AML12 mouse hepatocytes, oleate lipid droplets; inhibition, % at 6.5 µM; actives 0.4% (n = 240,000);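 active = lipid droplet intensity inhibited by at least 50%, with more than 500 cells counted; inconclusive = wells with under 300 cells, treated as cytotoxic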
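Assay system: AML12 hepatocytes (mouse); Probe or stimulus: oleic acid at 100 µM to induce lipid droplet formation; Dosing: compound at 6.5 µM only; Schedule: compound with oleate, overnight; Detection: fluorescence imaging, 20x objective, two fields per well; Measure: % inhibition of lipid droplet signal.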
PhoP inhibition: inhibitors of PhoP regulon expression, primary screen, Salmonella Typhimurium, GFP reporter (AID 1863) | S. Typhimurium PhoP-regulated promoter GFP reporter, 4 h; higher % means a stronger effect | inhibition, % at 50 µM; hits with a dose series show IC50 in µM | actives 0.16% (n = 300,000);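 active = inhibition over 29.93%, a cutoff 3 SD above the screen mean, later confirmed by dose response; inconclusive = inhibition over 29.93% but no dose response follow-up; inactive = inhibition at most 29.93% or unconfirmed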;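 also: 0% = low Mg2+ inducing control and 100% = high Mg2+ repressing control; strong numbers were not always called active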
Dynein cargo inh cytoplasmic EGFP: recorded beside Dynein cargo inh, whose call it bears; z-score; measured here: cytoplasmic GR-EGFP intensity; stronger effect = higher value
Dynein cargo inh nuclear GR-EGFP: recorded beside Dynein cargo inh, whose call it bears; z-score; measured here: nuclear GR-EGFP intensity;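 lower value marks the stronger effect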
Dynein cargo inh cell count: recorded beside Dynein cargo inh, whose call it bears; z-score; measured here: cell count per field
Insulin prom up cell count: second read-out of Insulin prom up, no call of its own (marks repeat the call); cell count; measured here: cytotoxicity, nuclei count;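 total cells summed across four imaged fields per well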
Lipid droplet cells 6.5 µM: further read-out of Lipid droplet, marked with its call; cell count; measured here: cell count, cytotoxicity flag;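 cells counted across two imaged fields per well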
bCat nuc transl cell count 5 µM: second read-out of bCat nuc transl, no call of its own (marks repeat the call); cell count; measured here: cell count, cytotoxicity flag
T cell modulator vesicle-bound %: recorded beside T cell modulator, whose call it bears; double positive events, %; measured here: CD8+ vesicle-bound cell fraction;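 binding gate set so that unloaded-vesicle control wells show 10% double positive cells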
MT stabilizer Hoechst-high %: also measured in MT stabilizer; calls as there; % Hoechst-high responders; measured here: nuclear condensation Hoechst responders;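 share of cells brighter than vehicle mean plus two SD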
MT stabilizer cytotoxicity %: further read-out of MT stabilizer, marked with its call; toxicity, %; measured here: cytotoxicity by cell density;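 0% = mean cell density of plate MIN control wells and 100% = no cells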
Autophagy HCS cell loss 18 h: further read-out of Autophagy HCS, marked with its call; toxicity, %; measured here: cell loss, nuclei count;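 cell loss after 18 h compound exposure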
* hit, by the source's call; i = inactive; ? = inconclusive; / = not tested or not shown; + = active, no number.

Molecule,bCat nuc transl,CSM14.1 death rescue,bCat nuc transl cell count 5 µM,Dynein cargo inh cell count,Insulin prom up cell count,MT stabilizer cytotoxicity %,Autophagy HCS,Dynein cargo inh,MT stabilizer,MT stabilizer Hoechst-high %,T cell modulator,Autophagy HCS cell loss 18 h,Lipid droplet,Dynein cargo inh cytoplasmic EGFP,Insulin prom up,PhoP inhibition,Lipid droplet cells 6.5 µM,T cell modulator vesicle-bound %,Dynein cargo inh nuclear GR-EGFP
O=C1C2C3C=CC(C3)C2C(=O)N1c1n[nH]c(-c2ccccc2)n1 (stereo unspecified),-4.1,1.8%,1140,-0.22,926,6.0,i,-0.32,2.6,1.2,i,-8,1,-0.28,0.1,-6%,748,11,0.022
CCn1cc(Br)c(C(=O)NCc2ccco2)n1,-3.3,-0.3%,1166,-1.2,1235,3.3,i,-0.058,4.9,1.8,i,-14,-19,-0.18,0.84,-4%,723,29,0.3
COc1ccc(C(=O)/C=C/c2ccc(F)cc2)c(OC(=O)c2ccc([N+](=O)[O-])cc2)c1,-0.9,-0.7%,1084,1.1,1728,2.8,i,-1.6,5.0,1.6,i,-25,5,0.24,-0.19,-18%,675,45,-0.84
COc1ccc(-c2cc(C(=O)NCCCn3ccnc3)no2)cc1OC,-2.4,-1.3%,1250,-0.066,/,8.4,i,-0.12,1.6,1.6,i,1,-11,-0.25,/,-9%,742,13,-0.018
COc1ccccc1S(=O)(=O)Cc1ccc(C(=O)N2CCOCC2)o1,-3.7,-0.7%,1186,0.26,1168,11,/,-0.76,4.0,2.2,i,/,-25,-0.21,0.13,-2%,702,42,-0.15
O=C(CCCCCNC(=O)c1ccccc1Cl)N/N=C/c1ccco1,-2.4,-0.3%,1081,-0.16,1222,5.6,i,-0.96,1.6,2.9,i,19,4,-0.2,0.19,6%,656,56,-0.72
CCC(Sc1ncccc1C(=O)OC(C)C)C(=O)NCc1ccco1 (stereo unspecified),/,-0.5%,/,-0.95,908,6.3,i,0.83,1.2,0.7,i,7,-2,-0.019,0.4,2%,805,27,0.86
CN(C)CCOC(=O)c1ccc2[nH]c3c(c2c1)CSCC3,1.2,/,1292,1.3,1050,/,/,-1.2,/,/,i,/,-17,-0.2,-1.1,-1%,627,24,-0.33

Rewritten with each value named: part of the list above
O=C(CCCCCNC(=O)c1ccccc1Cl)N/N=C/c1ccco1
  bCat nuc transl: -2.4 | CSM14.1 death rescue: -0.3% | bCat nuc transl cell count 5 µM: 1081 | Dynein cargo inh cell count: -0.16 | Insulin prom up cell count: 1222 | MT stabilizer cytotoxicity %: 5.6 | Autophagy HCS: i | Dynein cargo inh: -0.96 | MT stabilizer: 1.6 | MT stabilizer Hoechst-high %: 2.9 | T cell modulator: i | Autophagy HCS cell loss 18 h: 19 | Lipid droplet: 4 | Dynein cargo inh cytoplasmic EGFP: -0.2 | Insulin prom up: 0.19 | PhoP inhibition: 6% | Lipid droplet cells 6.5 µM: 656 | T cell modulator vesicle-bound %: 56 | Dynein cargo inh nuclear GR-EGFP: -0.72
CCC(Sc1ncccc1C(=O)OC(C)C)C(=O)NCc1ccco1 (stereo unspecified)
  bCat nuc transl: / | CSM14.1 death rescue: -0.5% | bCat nuc transl cell count 5 µM: / | Dynein cargo inh cell count: -0.95 | Insulin prom up cell count: 908 | MT stabilizer cytotoxicity %: 6.3 | Autophagy HCS: i | Dynein cargo inh: 0.83 | MT stabilizer: 1.2 | MT stabilizer Hoechst-high %: 0.7 | T cell modulator: i | Autophagy HCS cell loss 18 h: 7 | Lipid droplet: -2 | Dynein cargo inh cytoplasmic EGFP: -0.019 | Insulin prom up: 0.4 | PhoP inhibition: 2% | Lipid droplet cells 6.5 µM: 805 | T cell modulator vesicle-bound %: 27 | Dynein cargo inh nuclear GR-EGFP: 0.86

More structures follow.
Molecule,bCat nuc transl,CSM14.1 death rescue,bCat nuc transl cell count 5 µM,Dynein cargo inh cell count,Insulin prom up cell count,MT stabilizer cytotoxicity %,Autophagy HCS,Dynein cargo inh,MT stabilizer,MT stabilizer Hoechst-high %,T cell modulator,Autophagy HCS cell loss 18 h,Lipid droplet,Dynein cargo inh cytoplasmic EGFP,Insulin prom up,PhoP inhibition,Lipid droplet cells 6.5 µM,T cell modulator vesicle-bound %,Dynein cargo inh nuclear GR-EGFP
Cc1cc(C)cc(OCC(=O)N2N=C(c3cccnc3)CC2(O)C(F)(F)F)c1 (stereo unspecified),3.1,-1.8%,595,-1.4,1183,7.2,i,1.8,3.2,1.5,i,8,-10,-0.12,-0.31,8%,776,37,1.7
Cc1nnc(NC(=O)CSc2cn(CCNC(=O)c3ccccc3)c3ccccc23)s1,-1.0,/,1085,0.13,/,9.4,/,-0.92,5.5,2.0,i,/,27,-0.21,/,9%,723,25,-0.32
O=C(NCCN1CCN(Cc2ccccc2)CC1)C1c2ccccc2C(=O)N2CCc3ccccc3C12 (stereo unspecified),1.7,0.4%,1268,0.33,1621,14,i,-0.63,2.9,1.7,i,4,/,-0.054,-0.02,3%,/,38,-0.24
O=S(=O)(NC1CCCC1)c1cccc(S(=O)(=O)N2CCC(n3nnc4ccccc43)CC2)c1,-0.8,-2.1%,752,0.82,881,7.7,i,-0.4,3.2,1.4,i,2,/,-0.28,0.22,-11%,/,37,-0.067
CN(C)C1=C(Cl)C(=O)N(c2ccc(Cl)c(Cl)c2)C1=O,-0.4,/,1274,-0.91,1015,/,/,0.061,/,/,i,/,1,-0.76,0.41,-15%,758,46,-0.1
CCc1ccc(S(=O)(=O)Nc2cc(SCC(=O)O)c(O)c3ccccc23)cc1,1.4,-4.2%,1009,-0.89,1184,5.5,i,0.8,3.5,1.7,i,-2,-54,-0.11,-1.2,/,700,7,1
COc1ccc(S(=O)(=O)Nc2nnc(CC(C)(C)C)s2)cc1,-0.5,-0.6%,1560,2.5,1482,17,i,-0.24,3.7,2.6,i,-8,2,-0.36,1.6,-6%,672,51,-0.67
O=C1CCCC2=C1C(c1cccs1)n1nc(SCc3ccccc3)nc1N2 (stereo unspecified),-1.2,/,1152,-0.0098,1254,9.4,i,0.55,2.9,2.5,i,18,-5,-0.23,-0.53,-7%,713,36,0.56
c1ccc(COc2ccc(OCCN3CCCCC3)cc2)cc1,3.1,-1.3%,949,0.52,1335,6.1,i,-0.35,2.0,1.9,+,-13,17,-0.28,-0.26,12%,583,2.5*,-0.6
Cc1noc(C)c1C(=O)N1CCN(Cc2ccccc2)CC1,/,1.1%,/,0.64,894,9.6,i,-0.9,1.1,2.4,i,-4,7,0.15,0.09,9%,806,33,-0.58
COc1ccc(NC2=CC(=O)CC(c3ccc(C)cc3)C2)c(OC)c1 (stereo unspecified),/,/,/,-1.1,/,4.0,i,1.2,4.2,2.2,i,-14,/,-0.14,/,/,/,9,0.31
Cc1cc(C(=O)NCCCc2ccccc2)no1,-2.0,1.0%,1130,0.43,1269,3.9,i,-1.1,3.2,2.0,i,6,-25,-0.26,0.37,10%,743,61,-0.6
CC1Cc2ccccc2N1C(=O)C1CCN(S(=O)(=O)c2cccs2)CC1 (stereo unspecified),2.7,-0.5%,1073,0.87,1134,5.8,i,-0.2,3.5,2.7,i,3,-2,-0.42,0.01,8%,759,38,-0.39
O=C(Nc1c(C(=O)Nc2ccccc2)cnn1-c1ccccc1)c1ccco1,-7.2,1.2%,997,-0.35,/,17,i,1.1,1.4,2.6,i,5,/,-0.38,/,0%,/,36,0.45
CCOC(=O)C1CCC(CNCc2ccccc2C)CC1 (stereo unspecified),-1.0,-5.4%,1175,0.66,1377,/,i,-0.45,/,/,i,-12,4,-0.27,0.73,-12%,684,62,0.074
C/C(CC1CC(COCCC(C)C)OC1=O)=N\NC(N)=S (stereo unspecified),0.1,-6.0%,1327,-0.98,1513,8.8,i,0.81,1.1,2.4,i,-6,/,0.25,0.06,4%,/,8,0.72
CCOC(=O)C(=O)N1CCN(c2cc3c(cc2[N+](=O)[O-])n(C)c(=O)n3C)CC1,-4.2,-1.2%,1111,0.57,1567,6.5,i,-0.53,1.2,1.4,i,0,3,-0.058,-1.1,-5%,722,49,0.25
O=S(=O)(c1cc(-c2nnc(-c3ccc(Br)cc3)o2)ccc1Br)N1CCCCCC1,-1.6,0.7%,1255,0.29,652,35*,i,-0.81,43*,34*,i,7,-10,-0.21,-0.4,0%,696,26,-0.21
C=CC[n+]1c(/C=C2\C=Cc3cc(C)ccc3N2CC)ccc2ccccc21,-1.9,-1.5%,832,-0.3,/,13,i,0.52,12,2.1,i,13,-76,0.25,?,15%,564,12,0.36

From PubChem BioAssay
